Source: PubChem BioAssay (Sanford-Burnham Center for Chemical Genomics)
KOR beta-arrestin-1: KOR agonists, beta-arrestin recruitment, primary screen, cell-based, luminescence, uHTS (AID 1777). Kappa-type opioid receptor (Homo sapiens). KOR beta-arrestin recruitment, luminescence; higher % means a stronger effect. one-dose activation, % at 10 µM; EC50 in µM for titrated hits. 0.02% of 280,000 active; in the data active means activation above about 50%, passing the limit was not always enough; further: a part of the inactive calls stands beside numbers as strong as those of hits
XIAP displacement: XIAP antagonists, biochemical, IAP family, fluorescence polarization (AID 1018); one-dose displacement, % at 20 µM; IC50 in µM for titrated hits; 0.007% of 200,000 active; E3 ubiquitin-protein ligase XIAP (Homo sapiens); XIAP BIR domain, fluorescence polarization peptide displacement; higher % means a stronger effect; in the data active means displacement above about 50%; further: a part of the inactive calls stands beside numbers as strong as those of hits
PMI inhibition: human PMI inhibitors, high substrate, primary screen, biochemical, fluorescence intensity, high mannose 6-phosphate (AID 1220) | Mannose-6-phosphate isomerase (Homo sapiens) | one-dose inhibition, % at 20 µM; IC50 in µM for titrated hits | recombinant PMI enzyme, coupled fluorescence intensity; higher % means a stronger effect | 0.66% of 190,000 active
TNAP activation fold: human TNAP enzyme activators, primary screen, biochemical, luminescent, no phosphate acceptor, uHTS (AID 1001). purified TNAP, luminescent activation assay, no phosphate acceptor; higher activation fold means a stronger effect. one-dose activation fold at 20 µM; EC50 in µM for titrated hits. 0.03% of 200,000 active; in the data active means activation fold from about 3, or a potency from the dose series; inactive means the rest, 99 in 100 with activation fold below about 1.6; further: many of its hits are not listed in these tables
LYP phosphatase: inhibitors of LYP phosphatase, biochemical, fluorescence intensity, uHTS (AID 1779). Tyrosine-protein phosphatase non-receptor type 22 (Homo sapiens). recombinant LYP phosphatase, fluorescence intensity; higher % means a stronger effect. one-dose inhibition, % at 11.5 µM; IC50 in µM for titrated hits. 0.054% of 290,000 active;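 further: plate controls were vehicle with enzyme for no effect and no enzyme for full effect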
HEK293 NOD2/NF-kB: NOD2 signaling inhibitors, cell-based, luminescence, uHTS, HEK293 (AID 1566). HEK293 NOD2/NF-kB luciferase reporter, luminescence; higher % means a stronger effect. inhibition, % at 4 µM; hits with a dose series show EC50 in µM. 0.63% of 290,000 active; further: many of its hits are not listed in these tables
NOD1 inhibition: NOD1 signaling inhibitors, primary screen, cell-based, luminescence, uHTS (AID 1578). NOD1-driven NF-kB luciferase reporter cells, luminescence; higher % means a stronger effect. inhibition, % at 4 µM; hits with a dose series show EC50 in µM. 1% of 290,000 active; in the data active means inhibition mostly above about 36%, no sharp cut-off; inactive means mostly below about 34%;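 further: HEK-293T reporter cells stimulated with the NOD1 agonist gamma-tri-DAP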
KOR beta-arrestin-2: KOR antagonists, beta-arrestin recruitment, cell-based, luminescence, uHTS (AID 1778); KOR beta-arrestin recruitment, luminescence, antagonist mode; higher % means a stronger effect; one-dose inhibition, % at 10 µM; IC50 in µM for titrated hits; 0.091% of 290,000 active; further: strong numbers were not always called active
human PMI inhibition: inhibitors of human PMI, primary screen, biochemical, fluorescence intensity, coupled assay (AID 1209) | 0.42% of 190,000 active | inhibition, % at 20 µM, or IC50 in µM where a hit was titrated | purified PMI enzyme, coupled fluorescence intensity; higher % means a stronger effect;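 further: plate controls were DMSO vehicle for no effect and wells lacking substrate for full effect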
Active calls of the source: *; x = not tested or not shown; [ ] = dose if it differs, or a comment. Unless noted, no stated cut-off is given here; in the data, active means inhibition above about 50%; inactive means the rest. Some of the compounds tested; rates above refer to the full screens.

SMILES,KOR beta-arrestin-1,XIAP displacement,PMI inhibition,TNAP activation fold,LYP phosphatase,HEK293 NOD2/NF-kB,NOD1 inhibition,KOR beta-arrestin-2,human PMI inhibition
COc1ccc(NC(=O)c2cccc(OC(=S)N3CCOCC3)c2)cc1,1.3%,x,x,x,-9%,18%,-5%,-1%,x
CCOc1cccc(-c2nnc3sc(COc4ccccc4)nn23)c1,-12%,-2.0%,4%,0.9,1%,-20%,-62%,-21%,6%
CCOC(=O)CSc1nc(C)c(Oc2ccc(Cl)cc2Cl)c(=O)[nH]1,3.8%,x,x,x,-2%,23%,-4%,10%,x
Cc1ccc(CSc2n[nH]c(N)n2)cc1,x,-9.9%,x,1.1,-10%,-39%,-20%,-36%[20 µM],x
Cc1cc[n+](-c2[nH]c(=O)sc2/C=N/N=C(\[O-])CCn2c3ccccc3c3ccccc32)cc1,2.6%,x,x,x,5%,19%,-2%,25%,x
Cc1nn(-c2ccccc2)c(Cl)c1C(=O)Nc1ccc(N2CCOCC2)cc1,-0.5%,-4.9%,-6%,1,-1%,5%,-18%,-9%,-17%
CCOC(=O)c1c(-c2ccccc2)csc1NC(=O)/C(C#N)=C/c1ccc(O)c(OC)c1,-5.3%,-0.1%,27%,0.8,5%,41%,-2%,21%,25%
COc1ccc(CCNC(=O)c2cnc3n(c2=O)CCS3)cc1OC,0.4%,-4.5%,-4%,1.1,-2%,4%,-31%,-25%,-4%
Cc1ccc2[nH]c(=O)c(CN(CCN3CCOCC3)C(=O)Nc3ccc(F)cc3)cc2c1,-6.3%,-3.3%,10%,1.1,-2%,-6%,0%,-10%,-8%
CN1/C(=C/C(=S)NC(=O)C2(C)CC2(Cl)Cl)C(C)(C)c2ccccc21 (configuration not stated),-3.7%,-4.2%,3%,0.7,-4%,24%,-21%,-15%,13%
CCOc1cc(/C=N/Nc2cccc(C(=O)O)c2)ccc1OC(=O)c1ccccc1,-3.4%,-1.3%,-129%,1,2%,-171%,42%,31%[20 µM],-63%
Cc1ccc(S(=O)(=O)N(C)c2ccc(OCC(=O)Nc3cccc(-n4cnnn4)c3C)cc2)cc1,1.9%,x,x,x,-6%,9%,-5%,-17%,x
CC(/C=C/c1ccccc1)=N/O,5.5%,-3.2%,11%,1.1,-8%,-18%,-12%,-10%,15%
COc1cc(OC)cc(C(=O)N[C@H](C(=O)NCc2cccs2)C(C)C)c1,-5.2%,-4.3%,15%,1.1,-3%,-4%,-21%,-23%[20 µM],13%
C=CCn1c(SCC(=O)Nc2cc(C)nn2-c2ccccc2)nnc1C1CCCCC1,-0.1%,-5.0%,7%,1.1,-5%,13%,12%,-5%,11%
CCC(=O)NC(=S)Nc1cccc(NC(=O)c2ccccc2C)c1,-5.2%,-1.7%,8%,1.1,-4%,18%,-18%,8%,14%
COc1ccc(Cc2nc(C(=O)Nc3ccc(Cl)cc3)cs2)cc1,-0.4%,-2.0%,10%,1.1,-5%,22%,19%,-40%,13%
CCn1c(C)nc([N+](=O)[O-])c1C(=O)O,-4.2%,-1.5%,-15%,1.1,-5%,11%,-24%,-16%,-32%
CC1CCCCC1NC(=O)COC(=O)c1ccc(S(=O)(=O)N2CCOCC2)cc1 (configuration not stated),-2.2%,-1.9%,6%,1.1,-4%,13%,-17%,4%,7%
CSCC(=O)N1CCCC(CO)(Cc2ccccc2C)C1 (configuration not stated),3.4%,-2.3%,7%,1.1,0%,16%,-37%,-11%,5%
Cc1ccc(NC(=O)CC(N)=S)cc1,-0.8%,x,x,x,-3%,6%,-6%,5%,x
COCCNc1nc(Cl)c(C#N)s1,-3.3%,-5.2%,-4%,1.1,-7%,18%,-12%,7%,-7%
CC1CCN(C(=O)C2CCN(S(=O)(=O)c3ccc(-n4cnnn4)cc3)CC2)CC1,3.6%,x,x,x,-6%,-15%,-11%,-32%,x
CCn1c(SCC(=O)NCCc2ccc(F)cc2)nnc1-c1cccs1,3.6%,-0.6%,-1%,1,4%,-3%,4%,-12%,-1%
Nc1ccc2nc(-c3cccnc3)[nH]c2c1,-1.7%,-6.2%,44%,1.1,-5%,13%,-16%,24%,25%
CN(C(=O)Nc1ccc(Cl)cc1)n1cnc2ccccc2c1=O,-0.7%,x,x,x,-10%,13%,-4%,-10%,x
CC(Oc1ccc2ccc(=O)oc2c1)C(=O)NCCCn1ccnc1 (configuration not stated),-3.6%,x,x,x,-3%,18%,-18%,-23%,x
CCOC(=O)CSc1nc2cc3c(cc2cc1C#N)OCCO3,x,-1.2%,x,1.2,-8%,-175%,-52%,-58%[20 µM],x
O=S(=O)(c1ccc2c(c1)oc1ccccc12)N1CCOCC1,-3.4%,-5.3%,4%,1.1,8%,-16%,x,15%,9%
CCOC(=O)Cn1c(-c2cccnc2Cl)nc2ccccc21,-1.7%,-7.4%,4%,1,-10%,-17%,-12%,-25%,3%
O=[N+]([O-])c1cccc(/C=N/N2CCN(Cc3ccc(Cl)cc3)CC2)c1,3.1%,x,x,x,-3%,4%,-13%,-38%,x
CN(c1ccccc1)S(=O)(=O)c1cccc(NC(=O)Nc2ccc(Cl)cc2C#N)c1,2.8%,-2.9%,11%,1,-2%,9%,-12%,32%,20%
Cn1c(SCC(=O)NCCc2ccccc2)nc2c([nH]c3ccccc32)c1=O,-4.5%,-11%,3%,1.1,-3%,-16%,-43%,1%,0%
CC(=O)N(c1cccc(Br)c1)c1nc(C)cc(C)c1C#N,0.8%,x,x,x,-4%,18%,2%,8%,x
COc1ccc(C(=O)CCC(=O)Nc2cccnc2)cc1,-1.8%,-6.0%,2%,1.1,0%,9%,-34%,11%,-6%
NNC(=O)/C=C/c1ccc(Cl)cc1Cl,3.5%,-6.4%,-27%,1.1,-9%,-31%,7%,-39%,-29%
O=C(Cn1cnc2ccccc2c1=O)Nc1cccc(-c2nnc3n2CCCCC3)c1,2.8%,-4.1%,0%,1.1,-9%,8%,-19%,10%,-3%
CCOC(=O)CSc1ccc(C(=O)NCCN2CCOCC2)cc1[N+](=O)[O-],3.0%,x,x,x,-2%,-14%,-10%,-2%,x
CC(c1ccccc1)C1CC(=O)N(Cc2ccccc2)C1=O (configuration not stated),-5.6%,-5.9%,4%,1,-3%,6%,-22%,18%[20 µM],8%
Cc1ccc(NC(=S)Nc2ccc3[nH]c(=O)[nH]c3c2)cc1,-0.4%,x,x,x,-6%,-7%,2%,28%,x
O=[N+]([O-])c1cnccc1Nc1ccc(Cl)cc1,-1.2%,x,x,x,-8%,19%,8%,37%,x
O=C(N/N=C/c1ccc(Cl)c([N+](=O)[O-])c1)c1cc(-c2ccc3c4c(cccc24)CC3)n[nH]1,7.5%,x,x,x,1%,-10%,-6%,9%,x
Nc1nc(-c2ccc(Br)cc2)cs1,3.0%,-3.5%,-10%,1.1,-1%,-40%,-42%,22%,3%
Cc1c(/C=N/NC(N)=O)c2ccccn2c1C(=O)c1ccncc1,2.2%,x,x,x,-1%,26%,-4%,41%,x
O=c1c2ccccc2c(=O)n2n1Cc1ccccc1C2,3.8%,x,x,x,1%,1%,1%,-21%,x
COc1ccc(CCNC(=O)CN2C(=O)c3ccccc3S2(=O)=O)cc1OC,-2.6%,1.5%,9%,1.1,-6%,2%,-26%,17%,14%
COc1ccc(CNC(=O)COc2ccc(S(=O)(=O)N3CCCCC3)cc2)cc1,-5.0%,x,x,x,-14%,23%,5%,14%,x
Oc1ccccc1C=Nc1cccc2ccccc12,-4.3%,x,x,x,-3%,-3%,-9%,16%,x
CC(=O)c1cccc(NC(=O)CCNS(=O)(=O)c2cccc(C(C)=O)c2)c1,4.6%,-2.2%,-8%,1.1,-12%,1%,-4%,0%,-9%
COC(=O)[C@H](CC(C)C)NC(=O)N1CCN(c2cccc(C(F)(F)F)c2)CC1,x,-10%,6%,1,6%,23%,6%,0%,14%
COc1cccc(C(=O)N(Cc2cc3cc(C)ccc3[nH]c2=O)C(C)C)c1,-5.1%,-2.1%,10%,1,-2%,-6%,-8%,23%,6%
O=C(CSc1nnc(Cc2ccccc2)o1)NCCN1C(=O)CSC1=O,x,-2.0%,-15%,1.1,0%,1%,-14%,2%,-19%
CCCNC(=O)c1c(CSc2ccccc2)noc1C(=O)NCc1ccccc1,3.0%,x,x,x,-3%,1%,4%,22%,x
C[C@H](NC(=O)N1CCC(Cc2ccccc2)CC1)C(=O)O,-6.5%,x,x,x,-8%,0%,-13%,22%,x
COc1ccc(C(=O)CCC(=O)N2CCN(c3ccc([N+](=O)[O-])cc3)CC2)cc1,0.4%,x,x,x,-5%,19%,-14%,-26%,x
Cc1ccc(NC(=O)CN2C(=O)NC3(CCCc4ccccc43)C2=O)c([N+](=O)[O-])c1 (configuration not stated),0.8%,x,x,x,-2%,11%,-18%,-20%,x
CC(OC(=O)CCN1C(=O)c2cccc([N+](=O)[O-])c2C1=O)C(=O)Nc1cc(Cl)cc(Cl)c1 (configuration not stated),4.4%,-15%,-4%,0.9,5%,-18%,-16%,16%,-10%
O=C(CN1CCN(Cc2ccccc2)C1=O)NCc1ccc(Cl)cc1,-3.5%,-3.8%,0%,1.1,-9%,12%,6%,-53%,3%
CCCc1cc(=O)[nH]c(NCCc2ccccc2)n1,0.6%,x,x,x,-10%,5%,-11%,-4%,x
N#CCc1nn(-c2ccc(F)cc2)c(N)c1C#N,-2.8%,-8.0%,18%,1.2,1%,0%,-19%,-30%,4%

The listing continues.
SMILES,KOR beta-arrestin-1,XIAP displacement,PMI inhibition,TNAP activation fold,LYP phosphatase,HEK293 NOD2/NF-kB,NOD1 inhibition,KOR beta-arrestin-2,human PMI inhibition
CC1CCN(c2nc3nonc3nc2Nc2ccc(F)cc2)CC1,x,-22%,-2%,1,4%,22%,-8%,-56%[20 µM],2%
Cn1nc(CC(=O)Nc2cccc3ncccc23)c2ccccc2c1=O,8.3%,-1.8%,10%,1.1,-12%,17%,10%,-13%,-2%
CCOc1ccc(NC(=O)CCNC(=O)Cn2ccc3ccccc3c2=O)cc1,-1.7%,x,x,x,-9%,7%,-21%,-36%,x
CCOc1ccc(-n2nc3c(=O)n(CCN4CCCCC4)nc(C)c3c2C)cc1,1.3%,-8.7%,6%,1.1,-8%,-8%,-35%,-20%,7%

3 entries out of the list above, arranged by their value in PMI inhibition, falling.
compound | KOR beta-arrestin-1 | XIAP displacement | PMI inhibition | TNAP activation fold | LYP phosphatase | HEK293 NOD2/NF-kB | NOD1 inhibition | KOR beta-arrestin-2 | human PMI inhibition
Cn1nc(CC(=O)Nc2cccc3ncccc23)c2ccccc2c1=O | 8.3% | -1.8% | 10% | 1.1 | -12% | 17% | 10% | -13% | -2%
CCOc1ccc(-n2nc3c(=O)n(CCN4CCCCC4)nc(C)c3c2C)cc1 | 1.3% | -8.7% | 6% | 1.1 | -8% | -8% | -35% | -20% | 7%
CC1CCN(c2nc3nonc3nc2Nc2ccc(F)cc2)CC1 | x | -22% | -2% | 1 | 4% | 22% | -8% | -56%[20 µM] | 2%
